PME-1 primary = blocks human protein phosphatase methylesterase 1 | Q9Y570 | recombinant PME-1, FP-Rh probe fluorescence polarization | inhibition, % at 5.9 µM | 320,000 tested, 0.53% active | AID 2130;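 active = inhibition above the campaign mean of all compounds plus 3 SD, cut at about 26% in these data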;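 also: competitive labeling of PME-1 active site by serine hydrolase directed probe; 0% = PME-1 with DMSO and 100% = wells lacking PME-1 enzyme; inhibitors block probe labeling so polarization falls and inhibition rises; many of its hits are not listed in these tables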
PAFAH2 inh = PAFAH2 (human) inhibition | Q99487 | recombinant PAFAH2, FP-rhodamine activity probe, fluorescence polarization | inhibition, % at 3.39 µM | 340,000 tested, 0.99% active | AID 492956;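 active = inhibition above the mean over all tested compounds plus 3 SD, cut at about 30% in these data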;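 also: inhibitors block probe labeling of enzyme so polarization drops; 0% = enzyme with DMSO and 100% = wells lacking PAFAH2 protein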
PAFAH1B3 inh = blocks human PAF acetylhydrolase 1B catalytic subunit 3; recombinant PAFAH1B3, FP-rhodamine probe, fluorescence polarization; inhibition, % at 3.39 µM; 340,000 tested, 0.28% active; AID 492972;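 active = inhibition above the screen-wide average of all tested compounds plus 3 SD, cut at about 25% in these data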;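 also: 0% = enzyme with DMSO only and 100% = wells lacking PAFAH1B3 protein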
LYPLA1 counter = LYPLA1 (human) inhibition in PME1 counter-screen; AID 2174; recombinant LYPLA1, FP-Rh probe fluorescence polarization; inhibition, % at 5.9 µM; 320,000 tested, 0.16% active; O75608;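 active = inhibition above the mean of all tested compounds plus 3 SD, set per campaign, cut at about 14% in these data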;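 also: inhibitors block serine hydrolase probe labeling of LYPLA1 so polarization falls; 0% = enzyme with DMSO and 100% = wells lacking LYPLA1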
pPAFAH FP inh = inhibitors of human plasma PAF acetylhydrolase (pPAFAH); Q13093; recombinant pPAFAH, FP-rhodamine probe fluorescence polarization; inhibition, % at 3.39 µM; 330,000 tested, 1.5% active;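 active = inhibition above the mean inhibition across the screen plus 3 SD, cut at about 25% in these data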;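 also: inhibitors block binding of the rhodamine activity-based probe so polarization drops; 0% = enzyme with DMSO and 100% = wells lacking pPAFAH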
Fam108B counter = Fam108B inhibition, counter-screen for RBBP9 inhibitors; recombinant Fam108B, FP-Rh probe fluorescence polarization; inhibition, % at 9.51 µM; 300,000 tested, 0.33% active; AID 1947;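 active = inhibition above the screen mean inhibition plus 3 SD, computed separately per campaign, cut at about 18% in these data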;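 also: inhibitors lower polarization as less probe binds the enzyme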
PAFAH1B2 FP inh = PAFAH1B2 (human) inhibition. P68402. recombinant PAFAH1B2, FP-rhodamine activity probe, fluorescence polarization. inhibition, % at 3.39 µM. 340,000 tested, 1.2% active;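 active = inhibition above the mean of all tested compounds plus 3 SD, cut at about 24% in these data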;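 also: 0% = enzyme with DMSO and 100% = wells lacking PAFAH1B2; many of its hits are not listed in these tables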
Target sequence (P68402 whole entry, looked up): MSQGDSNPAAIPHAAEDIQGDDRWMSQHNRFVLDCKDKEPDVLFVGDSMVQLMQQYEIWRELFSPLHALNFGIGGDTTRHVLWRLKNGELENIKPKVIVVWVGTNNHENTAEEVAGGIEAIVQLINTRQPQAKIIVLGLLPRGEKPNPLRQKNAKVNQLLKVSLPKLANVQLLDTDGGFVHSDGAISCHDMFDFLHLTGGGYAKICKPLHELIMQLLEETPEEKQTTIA
PAD4 inh = blocks human protein arginine deiminase 4; inhibition, % at 6.36 µM; AID 485272; 330,000 tested, 0.41% active; recombinant PAD4, RCA probe fluorescence polarization; Q9UM07;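 active = percent inhibition above a cutoff equal to the mean of all tested compounds plus 3 SD, cut at about 15% in these data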;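 also: 0% = PAD4 with RCA probe and DMSO and 100% = probe without PAD4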
Target sequence (Q9UM07 whole entry, looked up): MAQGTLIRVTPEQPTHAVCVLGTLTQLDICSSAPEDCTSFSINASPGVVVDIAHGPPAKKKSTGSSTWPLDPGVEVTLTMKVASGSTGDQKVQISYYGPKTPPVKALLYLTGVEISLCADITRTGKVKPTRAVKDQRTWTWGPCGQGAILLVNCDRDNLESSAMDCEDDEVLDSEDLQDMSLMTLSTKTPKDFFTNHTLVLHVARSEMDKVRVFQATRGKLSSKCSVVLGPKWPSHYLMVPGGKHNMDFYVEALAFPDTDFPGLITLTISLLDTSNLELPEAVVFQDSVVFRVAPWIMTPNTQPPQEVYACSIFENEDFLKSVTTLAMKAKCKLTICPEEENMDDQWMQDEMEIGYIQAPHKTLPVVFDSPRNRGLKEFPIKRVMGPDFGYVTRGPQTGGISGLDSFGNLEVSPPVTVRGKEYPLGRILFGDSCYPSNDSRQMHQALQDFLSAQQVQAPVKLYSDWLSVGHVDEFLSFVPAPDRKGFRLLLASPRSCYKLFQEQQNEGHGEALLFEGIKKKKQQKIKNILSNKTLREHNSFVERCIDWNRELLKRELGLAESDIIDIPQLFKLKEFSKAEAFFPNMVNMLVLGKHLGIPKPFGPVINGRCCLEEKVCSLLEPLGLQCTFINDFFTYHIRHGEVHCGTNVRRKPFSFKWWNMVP
GSTO1 inh = blocks human GSTO1 in RBBP9 counter-screen | inhibition, % at 5.96 µM | 300,000 tested, 1.1% active | P78417 | recombinant GSTO1, activity-based probe fluorescence polarization;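 active = inhibition above the campaign mean inhibition plus 3 SD, cut at about 35% in these data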;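 also: 0% = GSTO1-1 with DMSO and 100% = wells lacking GSTO1-1 enzyme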
The depositor's hits bear a star; / = not tested or not shown.

| SMILES | PME-1 primary | PAFAH2 inh | PAFAH1B3 inh | LYPLA1 counter | pPAFAH FP inh | Fam108B counter | PAFAH1B2 FP inh | PAD4 inh | GSTO1 inh |
| --- | --- | --- | --- | --- | --- | --- | --- | --- | --- |
| CCOc1ccc(NC(=O)CC2C(=O)N(c3ccccc3)C(=O)N2Cc2ccco2)cc1 (stereo not drawn) | 2 | 5 | 4 | -5 | 0 | -1 | -3 | -1 | 12 |
| COc1ccc(C(=O)N/N=C(/C)c2cccc(NC(=O)c3ccccc3F)c2)cc1 | -3 | -8 | 2 | -3 | 2 | -3 | -1 | 2 | 5 |
| C[C@H](NC(=O)c1ccco1)C(=O)N1CCCC1 | -1 | -2 | 1 | -1 | 2 | 2 | -2 | -3 | -1 |
| CC(OC(=O)CNS(=O)(=O)/C=C/c1ccccc1)C(=O)Nc1ccc(S(=O)(=O)N2CCCC2)cc1 (stereo not drawn) | 4 | 3 | -1 | -4 | 4 | -3 | 2 | 3 | 3 |
| CC(C)CNC(=O)/C=C/C=C/c1ccc2c(c1)OCO2 | / | -1 | -6 | / | 4 | / | -1 | -4 | / |
| Cc1ccccc1-c1noc(CCC(=O)NCc2ccco2)n1 | 7 | 2 | 5 | 1 | 6 | -2 | 2 | 1 | -2 |
| O=S1CC/C(=N\O)c2ccccc21 (stereo not drawn) | -2 | -8 | 5 | -1 | 2 | -1 | 3 | -2 | -4 |
| CN(c1ccc(OCC(=O)OCC(=O)NCc2ccco2)cc1)S(=O)(=O)c1ccc2ccccc2c1 | 5 | 5 | -2 | -2 | 1 | 6 | 0 | -3 | 6 |
| COc1ccccc1CNC(=O)C1CCCC1 | 4 | 3 | 11 | -2 | 2 | -1 | 4 | -4 | -2 |
| Cc1oc(-c2ccccc2F)nc1CS(=O)(=O)CC(=O)NCCCN1CC(C)CC(C)C1 (stereo not drawn) | 0 | -6 | -1 | 4 | 8 | -1 | 0 | -5 | 4 |
| Cc1[nH]c2ccccc2c1C(=O)CSc1nc2cc(S(=O)(=O)N3CCCCC3)ccc2o1 | -9 | -22 | -40 | -8 | -8 | -32 | -11 | -9 | -6 |
| O=C(CSc1ccc(-c2cccnc2)nn1)Nc1ccc(F)cc1 | 3 | -4 | 5 | 1 | -1 | 0 | 0 | 1 | 0 |
| O=C(CCCc1ccccc1)NCCc1ccccc1 | -4 | 4 | 3 | 2 | 4 | 0 | 5 | -7 | 8 |
| C[C@@H]1CC=C[C@H]2[C@H]1C(=O)N(Cc1ccccc1)[C@H]2c1ccc(-c2ccoc2)cc1F | -6 | -2 | 1 | 1 | 4 | -2 | 4 | -7 | -12 |
| NNC(=O)CSc1cccc2cccnc12 | 0 | -4 | 10 | 4 | 0 | -2 | 4 | 0 | 12 |
| COc1ccccc1Cc1noc(-c2cc(Cl)ccc2OC)n1 | -5 | 11 | 8 | -2 | 29* | -4 | 6 | -1 | 7 |
| CC(C)C(=O)NNC(=O)c1ccccn1 | 0 | -3 | 8 | 4 | 9 | -2 | 5 | -6 | -2 |
| COc1ccc(-c2nc(SC)n(C(=O)c3ccco3)n2)cc1 | -2 | 7 | -4 | 0 | -7 | -2 | 0 | -1 | -5 |
| CCSc1nnc(NC(=O)c2cc3c(s2)CCCC3)s1 | -5 | -13 | 12 | 2 | -3 | -2 | 3 | -5 | 1 |
| Cc1c(NC(=O)CSc2nnc(N)s2)c(=O)n(-c2ccccc2)n1C | -3 | -2 | 1 | -1 | -1 | -1 | 6 | 2 | 2 |
| C#CCOc1c(/C=C\c2nc(O)c([N+](=O)[O-])c(=O)[nH]2)cc(Br)cc1OC | -6 | 0 | 9 | -1 | 6 | -6 | 2 | 4 | 11 |
| Cc1nc(SCC(=O)NC2CCCCC2C)c(C#N)c(C)c1C (stereo not drawn) | 5 | -3 | 1 | 0 | 5 | / | 4 | -4 | / |
| CCN(CC)C(=O)/C(=C/c1ccc(F)cc1)NC(C)=O | -2 | -4 | 10 | 2 | -2 | -1 | -1 | 3 | 3 |
| CCN(CC)C(=O)COc1ccc(N(C)S(=O)(=O)c2ccc(NC(C)=O)cc2)cc1 | 4 | 5 | 3 | 2 | 2 | 3 | 3 | 0 | 5 |
| CN(CC(=O)N1CCCCC1)S(=O)(=O)c1ccc(Cl)cc1 | 0 | 2 | -3 | 1 | -3 | 0 | 4 | 0 | 2 |
| CC(OC(=O)CNS(=O)(=O)c1ccc(C#N)cc1)C(=O)Nc1cccc(C#N)c1 (stereo not drawn) | 2 | 2 | 4 | -1 | 2 | 1 | 9 | 1 | 5 |
| CCC(=O)Nc1ccc(C(=O)n2ccc(C)n2)cc1 | -1 | 59* | 9 | 1 | -9 | -2 | 5 | 0 | 0 |
| COc1ccc(C2CC(c3ccccc3)=NN2C(=O)c2ccc(Cl)c([N+](=O)[O-])c2)cc1 (stereo not drawn) | -2 | 2 | -12 | -6 | 4 | 1 | -7 | 5 | -3 |
| COCCNC(=O)C1CC(c2cccc(F)c2)=NO1 (stereo not drawn) | 1 | -1 | 11 | 3 | 5 | -3 | 3 | 5 | 2 |
| NS(=O)(=O)c1ccc(CCNC(=O)COC(=O)C2CCCN2C(=O)c2cccs2)cc1 (stereo not drawn) | 5 | 8 | -1 | 6 | 0 | 2 | -1 | 4 | 1 |
| C/C(=N/NC(=O)CNC(=O)COc1cccc(C)c1)c1ccco1 | 2 | 3 | 15 | 0 | 4 | -1 | 3 | 4 | -2 |
| Cc1oc(-c2ccccc2Cl)nc1CS(=O)(=O)CC(=O)NCCN1CCOCC1 | 1 | -5 | -4 | 2 | -2 | 10 | -6 | -1 | 4 |
| CCOc1ccc(-c2nc[nH]c2[N+](=O)[O-])cc1 | -1 | 2 | 3 | -1 | 0 | 0 | 6 | 4 | 2 |
| O=C1c2cccc(OCC(=O)N3CCCc4ccccc43)c2CCN1Cc1ccccc1 | 7 | 0 | 2 | 2 | 0 | -3 | 2 | -1 | 4 |
| O=C(Nc1oc2ccccc2c(=O)c1-c1ccc(Cl)cc1)c1ccco1 | 7 | -2 | 7 | -1 | 0 | 0 | 2 | -7 | -18 |
| O=C(NCc1cc(C(F)(F)F)ccc1Cl)c1cccc2c1C(=O)c1ccc(N3CCOCC3)cc1S2(=O)=O | / | -3 | -8 | / | -1 | / | 1 | 1 | / |
| Cc1ccc(C(=O)OCC(=O)N(C)C2CCS(=O)(=O)C2)cc1S(=O)(=O)N1CCOCC1 (stereo not drawn) | 2 | 1 | -3 | 0 | 4 | 1 | 2 | 2 | -6 |
| Cn1c(=O)c2c(ncn2CC(=O)OCC(=O)c2ccc(F)c(F)c2)n(C)c1=O | 3 | -1 | 18 | 4 | 4 | -5 | 2 | -2 | -1 |
| COc1ccc(C(=O)NC(=S)Nc2ccc(CN3CCCCC3)cc2)cc1Cl | -1 | -2 | 2 | 2 | 3 | 0 | 1 | 1 | -15 |
| CC(=O)c1ccc(OC(=O)COc2ccccc2Cl)cc1 | -4 | -2 | 1 | 4 | -3 | 4 | -1 | -6 | -7 |
| CCOc1ccc(NC(=O)C2CCCN2S(=O)(=O)c2ccc(OCC)cc2)cc1 (stereo not drawn) | 2 | -4 | 4 | 2 | -4 | 7 | -1 | 1 | 0 |
| Cc1cc(C)c(C(=O)N2CCCC(Nc3ccc(C)c(C)c3)C2)o1 (stereo not drawn) | 6 | -4 | 3 | 2 | 2 | 4 | 4 | -6 | 5 |
| Cc1cc(C)c(NC(=O)CN2CCC(NC(=O)NC3CCCCC3)CC2)c(C)c1 | -4 | / | / | 5 | 2 | 3 | / | -12 | 4 |
| COc1ccc(C(=O)C2CCCN(C(=O)c3ccc(F)cc3)C2)cc1OC (stereo not drawn) | 0 | 5 | 0 | 0 | -3 | 0 | 2 | 5 | 0 |
| CCCOc1ccc(-c2cc(C(=O)NCC3CCCO3)c3ccccc3n2)cc1 (stereo not drawn) | -4 | 5 | -1 | -3 | 8 | -2 | -2 | 0 | -3 |
| Cc1cc(C)n(-c2ccc(C(=O)Nc3nnc(C)s3)cc2)n1 | 5 | 9 | -5 | 2 | 1 | 13 | 7 | 8 | 7 |
| CN(Cc1nc2ccccc2n1C)S(=O)(=O)c1ccc(F)cc1 | -3 | -3 | 3 | 0 | -9 | -7 | 2 | -8 | -15 |
| COc1cccc(/C=N\NC(=O)c2ccc(Cn3cc(Br)c([N+](=O)[O-])n3)o2)c1O | -2 | 7 | 8 | -4 | 12 | 6 | 6 | -4 | -6 |
| CN(c1ccc(F)cc1)S(=O)(=O)c1ccc(Cl)c(C(=O)Nc2ccncc2)c1 | 2 | 4 | -1 | 1 | -5 | -3 | -1 | -4 | 0 |
| CCn1cc(C(=O)N[C@@H](CCSC)C(=O)NCCCO)c(=O)c2cc3c(cc21)OCO3 | 3 | 0 | 7 | -3 | 2 | 0 | 1 | 0 | -3 |
| Cc1cc(C)cc(NC(=O)c2cccc(NC3=NC4CS(=O)(=O)CC4S3)c2)c1 (stereo not drawn) | -7 | 1 | 7 | -2 | 1 | 3 | 2 | 1 | -6 |
| Cc1cccc2sc(N(CCCN(C)C)C(=O)CN3C(=O)c4ccccc4C3=O)nc12 | 5 | -7 | 8 | 1 | 2 | 1 | 0 | -1 | 0 |
| CN(Cc1cccc(Cl)c1Cl)C(=O)c1cccc(S(=O)(=O)N2CCN(Cc3ccccc3)CC2)c1 | 10 | -6 | 4 | -4 | 6 | -2 | 5 | 1 | 2 |
| COc1cc(C2Nc3c(F)cccc3C3C=CCC32)cc(Br)c1OC (stereo not drawn) | 1 | 3 | 1 | -7 | 2 | 5 | 8 | -9 | -9 |
| COc1cccc(N2CCN(S(=O)(=O)c3c(C)[nH]c(C)c3C(=O)N3CCCCC3)CC2)c1 | 1 | -5 | 6 | -4 | -2 | 0 | 4 | 0 | -10 |
| CCc1nc(SCC(=O)NNC(=O)C(C)C)c2ccccc2n1 | 4 | 5 | 14 | 2 | 0 | -1 | 2 | -2 | 0 |
| COCCN1C(=O)N[C@@H](CCc2ccccc2)[C@@H](C(=O)OC)[C@H]1C | 2 | 3 | 5 | 4 | 7 | -2 | 5 | 0 | 1 |
| Cc1ccc(CNC(=O)CC(C)S(=O)(=O)c2ccc3c(c2)NC(=O)CO3)cc1 (stereo not drawn) | 0 | 0 | 7 | 2 | 4 | -2 | 2 | -4 | 6 |
| O=C(NC(=S)Nc1nc2ccccc2s1)c1cccs1 | -5 | -1 | -3 | -6 | 6 | -11 | -4 | -2 | -16 |
| Cc1ccc(C(=O)Nc2ccc([N+](=O)[O-])cn2)o1 | 5 | -5 | 0 | -1 | 0 | 1 | -1 | 3 | 3 |

Next records:
| SMILES | PME-1 primary | PAFAH2 inh | PAFAH1B3 inh | LYPLA1 counter | pPAFAH FP inh | Fam108B counter | PAFAH1B2 FP inh | PAD4 inh | GSTO1 inh |
| --- | --- | --- | --- | --- | --- | --- | --- | --- | --- |
| CCOC(=O)C1(Cc2cccc(OC)c2)CCCN(C(=O)c2cc(C)oc2C)C1 (stereo not drawn) | 1 | -3 | 3 | -1 | 0 | -2 | 3 | -3 | 0 |
| C=CCc1c(C)[nH]c2c(OC)cccc2c1=S | 3 | 4 | -3 | -1 | 3 | 2 | 1 | -5 | -7 |
| O=C(Cn1c(NCCCO)nc2ccccc21)c1ccc([N+](=O)[O-])cc1 | -5 | 0 | 4 | -2 | 0 | 3 | -1 | 0 | 8 |
| Cc1ccc(C(=O)NC2=NCCS2)cc1 | -4 | / | / | 0 | -2 | 0 | / | 2 | -3 |

Not all compounds are listed (hit frequency here may not be typical).
